BLM helicase inh: Bloom syndrome helicase (human) inhibition. recombinant BLM DNA unwinding, fluorescence dequenching. P54132. actives 0.2% (n = 350,000). Potency, µM (highest dose often 56.1 µM), for inactives: at the top dose activity change, negative = inhibition, usual class: inhibitors;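 further: potency means the concentration at half of the fitted maximal effect; plate controls were vehicle for no effect and no enzyme for full effect; nearly all actives have a fitted effect of over 35% in size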
Tb PGK inh: T. brucei PGK inhibition; P07378; PGK/GAPDH coupled, Kinase-Glo luminescence, 60 min; Potency, µM (series often up to 57.5 µM), for the others: at the top dose activity change, negative = inhibition, hits mostly inhibitors; actives 0.043% (n = 380,000); AID 602233; further: potency means the concentration at half of the fitted maximal effect; on the % scale 0 is the no-effect control and ±100 the full control effect; nearly all actives have a fitted effect of over 60% in size
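Recombinant glycosomal PGK reaction used 1,3-bisphosphoglycerate generated in-well by GAPDH (100nM final) in 100mM TEA pH 7.6, 5mM MgCl2, 0.01% Tween-20. After 60 minutes at room temperature, ATP was read by Kinase-Glo Plus luminescence end-point.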
Pol kappa inh: blocks human DNA polymerase kappa activity | Q9UBT6 | actives 0.53% (n = 400,000) | Potency, µM (doses to about 107 µM), without a hit: at the top dose activity, negative = inhibition, actives largely listed as inhibitors | purified Pol kappa, fluorescent DNA synthesis assay, 10 min; further: potency means the concentration at half of the fitted maximal effect; on the % scale 0 is the no-effect control and ±100 the full control effect
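10 nM Pol kappa preincubated 15 min at room temperature with compounds, then reaction started with substrate at 50 nM final. Fluorescence read kinetically at 0 and 10 min; buffer-only wells served as negative control.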
Pol beta inh: blocks human DNA polymerase beta activity; P06746; Pol beta primer extension/strand displacement, fluorescence kinetic; Potency, µM (series often up to 114 µM), inactives show at the top dose activity change, negative = inhibition, actives largely listed as inhibitors; actives 1.3% (n = 340,000); AID 485314; further: potency means the concentration at half of the fitted maximal effect; on the % scale 0 is the no-effect control and ±100 the full control effect
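10 nM enzyme + cpd, 15 min RT; start with substrate 50 nM final; read 0 min and after 10 min RT. Corrected, normalized data; 4-parameter Hill curve fit.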
APEX1 inh: blocks human APE1 abasic DNA cleavage; recombinant APE1, TAMRA/BHQ-2 abasic DNA cleavage fluorescence; Potency, µM (doses to about 65.8 µM), inactives show at the highest dose activity change, negative = inhibition, most hits filed as inhibitors; actives 0.35% (n = 350,000); AID 2517;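 further: potency means the concentration at half of the fitted maximal effect; plate controls were vehicle for no effect and reference inhibitor for full effect; nearly all actives have a fitted effect of over 55% in size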
Target sequence (P27695 whole entry, looked up): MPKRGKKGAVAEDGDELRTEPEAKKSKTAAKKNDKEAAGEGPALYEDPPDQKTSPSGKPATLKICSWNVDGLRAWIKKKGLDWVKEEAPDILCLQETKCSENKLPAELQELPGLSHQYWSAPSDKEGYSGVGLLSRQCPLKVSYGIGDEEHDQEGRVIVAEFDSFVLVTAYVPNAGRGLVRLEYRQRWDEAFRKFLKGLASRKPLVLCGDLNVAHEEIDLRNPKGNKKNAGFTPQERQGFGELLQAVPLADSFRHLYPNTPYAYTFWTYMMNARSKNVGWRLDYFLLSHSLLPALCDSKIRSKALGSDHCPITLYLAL
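Incision of a quenched TAMRA/BHQ-2 THF abasic-site duplex (50 nM) by 0.75 nM APE1, after 15 min compound preincubation, measured as fluorescence increase over three 60 s reads. Values normalized to buffer, DMSO and NSC13755 control wells.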
Pol eta inh: inhibitors of human DNA polymerase eta; Q9Y253; recombinant Pol eta, fluorescent DNA replication assay; actives 1.2% (n = 390,000); Potency, µM (top dose mostly 114 µM), inactives show top-dose activity change, negative = inhibition, most hits filed as inhibitors; further: potency means the concentration at half of the fitted maximal effect; on the % scale 0 is the no-effect control and ±100 the full control effect
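Fluorescent replication assay: 50 nM final substrate added after a 15 min room-temperature compound preincubation with 10 nM enzyme. Signal taken at 0 min and again at 10 min.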
RXFP1 antag: antagonists of human relaxin receptor RXFP1 | actives 0.59% (n = 350,000) | HEK293-RXFP1, relaxin-stimulated cAMP HTRF, 30 min; active compounds read low | Q9HBX9 | activity change, negative = inhibition, % at 57.5 µM;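 active means activity change of -60% or lower, but not beyond a set lower limit; inconclusive means change between -60% and -40%, or beyond the set limit; inactive means change above -40%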; further: on the % scale 0 is the no-effect control and ±100 the full control effect
Target sequence (Q9HBX9 whole entry, looked up): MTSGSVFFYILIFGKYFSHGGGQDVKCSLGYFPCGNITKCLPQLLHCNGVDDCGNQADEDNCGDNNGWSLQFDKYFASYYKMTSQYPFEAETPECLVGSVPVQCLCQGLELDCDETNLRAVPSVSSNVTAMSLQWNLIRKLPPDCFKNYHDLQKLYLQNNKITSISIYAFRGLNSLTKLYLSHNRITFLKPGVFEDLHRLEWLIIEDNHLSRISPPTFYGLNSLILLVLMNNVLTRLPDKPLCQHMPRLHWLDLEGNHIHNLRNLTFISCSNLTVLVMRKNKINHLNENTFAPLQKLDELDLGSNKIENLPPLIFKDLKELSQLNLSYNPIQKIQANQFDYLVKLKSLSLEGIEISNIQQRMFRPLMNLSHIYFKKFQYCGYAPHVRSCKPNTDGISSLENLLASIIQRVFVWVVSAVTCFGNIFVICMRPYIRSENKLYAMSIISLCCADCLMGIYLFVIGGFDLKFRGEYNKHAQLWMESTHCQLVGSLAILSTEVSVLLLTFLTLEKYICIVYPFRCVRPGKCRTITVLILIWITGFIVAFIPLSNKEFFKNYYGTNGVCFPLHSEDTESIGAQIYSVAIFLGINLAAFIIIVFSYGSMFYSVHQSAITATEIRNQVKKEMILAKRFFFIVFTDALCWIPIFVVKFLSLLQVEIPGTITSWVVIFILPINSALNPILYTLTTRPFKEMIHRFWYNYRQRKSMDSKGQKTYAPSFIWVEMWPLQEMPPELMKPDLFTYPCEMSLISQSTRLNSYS
Pol iota inh: DNA polymerase iota (human) inhibition | Q9UNA4 | Pol iota fluorescent replication assay, 10 min | Potency, µM (doses to about 115 µM), without a hit: at the highest dose activity, negative = inhibition, actives largely listed as inhibitors | actives 1% (n = 390,000) | AID 588590; further: potency means the concentration at half of the fitted maximal effect
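Pol iota at 10 nM preincubated 15 min with compounds at room temperature; reaction started with fluorescent substrate, 50 nM final. Fluorescence read kinetically at 0 and 10 min; buffer-only wells as negative control.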
Anesthetic bind: candidate novel general anesthetic via apoferritin binding. P02791. apoferritin/1-aminoanthracene competitive binding, fluorescence. Potency, µM (doses to about 77.5 µM), for inactives: at the top dose activity change, negative = displacement, hits mostly inhibitors. actives 0.074% (n = 350,000); further: potency means the concentration at half of the fitted maximal effect; on the % scale 0 is the no-effect control and ±100 the full control effect; nearly all actives have a fitted effect of over 20% in size
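In PBS, apoferritin at 10 uM is loaded with 1-AMA from a 50% saturated solution. After 10 min of compound exposure at ambient temperature, reduced 535 nm fluorescence indicates probe displacement.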
Active calls of the source: *; i = inactive; u = inconclusive; x = not tested or not shown; [ ] = another dose, or the depositor's remark. Unless noted, the call rests on the fitted dose curve; in most records, active means well fitted curve in the direction sought with a large enough effect; inconclusive means small, poorly fitted or top-dose-only effect, or another doubt; inactive means no such curve, though single readings can be large; an effect the other way counts as inactive or inconclusive.

SMILES | BLM helicase inh | Tb PGK inh | Pol kappa inh | Pol beta inh | APEX1 inh | Pol eta inh | RXFP1 antag | Pol iota inh | Anesthetic bind
COC(=O)c1cc2ccsc2n1Cc1nc(-c2cccc(Cl)c2)oc1C | -2% | -8% | 4% | 22% | -3% | -20% | x | -1% | -2%
O=C(NCCc1ccccc1)c1ccc(CSc2nc3ccncc3n2Cc2cccc(F)c2)cc1 | -6% | -1% | -9% | 0% | x | -14% | -1 | 9% | 54%[activator]
Cc1[nH]c(C(=O)N/N=C/c2ccc(N(C)C)cc2)c(C)c1C(=O)N/N=C/c1ccc(N(C)C)cc1 | -8% | -6% | -5% | 3% | -5% | -13% | -6 | 14% | 305%[activator]
Cc1cccc(-n2c(C)cc(C=C3C(=O)c4ccccc4C3=O)c2C)c1 | 4% | -3% | -19% | -26% | -9% | -4% | -29 | 23% | -16%
CC1(c2ccccc2Cl)NC(=O)N(CC(=O)N2CCN(S(=O)(=O)c3ccccc3)CC2)C1=O (stereo not drawn) | x | -9% | -9% | x | 12% | -18% | 2 | -12% | x
CCN(C(=O)CSc1nc(-c2ccc(C(C)C)cc2)no1)c1cccc(C)c1 | -6% | 2% | 20% | 7% | x | -2% | -12 | 17% | 102%[activator]
COC(=O)c1cn(-c2ccccc2)nc1-c1ccc(OC)cc1 | -7% | 9% | -10% | 6% | u | -8% | -27 | -10% | -18%
CCCCC(=O)Nc1cccc(NC(=O)c2ccc(Br)o2)c1 | -7% | -4% | -7% | -8% | 2% | -6% | 8 | -21% | -11%
COc1cc(CC(=O)OCc2cccc([N+](=O)[O-])c2)cc(OC)c1OC | -6% | -6% | -3% | 26% | 25% | -21% | 2 | 47%[activator] | -15%
Cc1cc(C(=O)CCl)c(C)n1-c1ccon1 | -3% | 0% | 4% | -1% | -7% | -6% | 5 | u | -3%
S=C(c1ccc(OCc2ccccc2)cc1)N1CCCC1 | -11% | -9% | 0% | 0% | 49%[activator] | -23% | -7 | 9% | -15%
Cc1[nH]c2ccc(C(=O)OC(C)C(=O)NC3(C#N)CCCCC3)cc2c1C (stereo not drawn) | x | -4% | 0% | x | 1% | -17% | -7 | 43%[activator] | x
C=CCc1ccc(OCCCOc2ccc(C)c(C)c2)c(OC)c1 | -4% | 5% | -4% | 18% | 3% | -14% | -11 | 6% | -1%
COc1cccc(C(=O)NNS(=O)(=O)c2ccc(C)cc2)c1 | 3% | -7% | -2% | 66% | 11% | -13% | 8 | 14% | -4%
CCOC(=O)C1=NN(N=O)C2(CC(=O)N(c3cc(C)cc(C)c3)C2=O)C1 (stereo not drawn) | -10% | -4% | -18% | 3% | 14% | 7% | 3 | 0% | -22%
CCn1ncc(Br)c1C(=O)Nc1cc(C)on1 | -2% | -8% | -6% | 0% | 18% | -3% | -2 | 13% | -12%
CCN[C@H]1CN(CCCOC)S(=O)(=O)c2sc(S(N)(=O)=O)cc21 | x | 0% | -3% | x | 14% | -3% | 7 | 4% | x
Cc1ccc(S(=O)(=O)N2CCN(CC(=O)NC(=O)NCc3ccco3)CC2)cc1C | -7% | i | -24% | -24% | 0% | -18% | 4 | u | 4%
Cc1ccc(N(CC(=O)NC2CCCCC2)C(=O)CNC(=O)c2cccs2)cc1 | 0% | 5% | 6% | 13% | 32% | -7% | -7 | 94%[activator] | 6%
COC(=O)c1ccc(NC(=O)CCN2C(=O)C3CC=CCC3C2=O)cc1 (stereo not drawn) | x | i | 16% | x | -1% | -5% | 2 | 20% | x

10 entries already listed, ordered by formula weight, high to low.
SMILES | BLM helicase inh | Tb PGK inh | Pol kappa inh | Pol beta inh | APEX1 inh | Pol eta inh | RXFP1 antag | Pol iota inh | Anesthetic bind
Cc1ccc(S(=O)(=O)N2CCN(CC(=O)NC(=O)NCc3ccco3)CC2)cc1C | -7% | i | -24% | -24% | 0% | -18% | 4 | u | 4%
Cc1ccc(N(CC(=O)NC2CCCCC2)C(=O)CNC(=O)c2cccs2)cc1 | 0% | 5% | 6% | 13% | 32% | -7% | -7 | 94%[activator] | 6%
CCN[C@H]1CN(CCCOC)S(=O)(=O)c2sc(S(N)(=O)=O)cc21 | x | 0% | -3% | x | 14% | -3% | 7 | 4% | x
Cc1[nH]c2ccc(C(=O)OC(C)C(=O)NC3(C#N)CCCCC3)cc2c1C (stereo not drawn) | x | -4% | 0% | x | 1% | -17% | -7 | 43%[activator] | x
CCCCC(=O)Nc1cccc(NC(=O)c2ccc(Br)o2)c1 | -7% | -4% | -7% | -8% | 2% | -6% | 8 | -21% | -11%
COc1cc(CC(=O)OCc2cccc([N+](=O)[O-])c2)cc(OC)c1OC | -6% | -6% | -3% | 26% | 25% | -21% | 2 | 47%[activator] | -15%
CCOC(=O)C1=NN(N=O)C2(CC(=O)N(c3cc(C)cc(C)c3)C2=O)C1 (stereo not drawn) | -10% | -4% | -18% | 3% | 14% | 7% | 3 | 0% | -22%
COC(=O)c1ccc(NC(=O)CCN2C(=O)C3CC=CCC3C2=O)cc1 (stereo not drawn) | x | i | 16% | x | -1% | -5% | 2 | 20% | x
CCn1ncc(Br)c1C(=O)Nc1cc(C)on1 | -2% | -8% | -6% | 0% | 18% | -3% | -2 | 13% | -12%
S=C(c1ccc(OCc2ccccc2)cc1)N1CCCC1 | -11% | -9% | 0% | 0% | 49%[activator] | -23% | -7 | 9% | -15%

Next section.
SMILES | BLM helicase inh | Tb PGK inh | Pol kappa inh | Pol beta inh | APEX1 inh | Pol eta inh | RXFP1 antag | Pol iota inh | Anesthetic bind
Nc1ccccc1SCCS(=O)(=O)c1ccc(Cl)cc1 | -3% | x | -8% | 23% | 0% | -14% | 6 | 14% | -8%
CCOC(=O)C1=C(C)NC(C)=C(C(=O)OCC)C1C(=O)OCC(=O)N(C)Cc1ccccc1 | x | -4% | -4% | x | 13% | -11% | -4 | -3% | x
c1csc(-c2nnsc2-c2nc3ccccc3[nH]2)c1 | -2% | -1% | -4% | 3% | -4% | -7% | -1 | 7% | -21%
Cc1oc2cc3oc(=O)c(CC(=O)N[C@@H](C)C(=O)NC(Cc4ccc(Cl)cc4)C(=O)O)c(C)c3cc2c1C (stereo partly drawn) | -2% | -4% | -10% | 40% | -17% | -14% | x | -2% | 7%
CC(=O)c1c(NCCc2ccccc2)nc(=S)n(-c2ccccc2)c1C | 6% | i | 1% | 31% | -2% | -2% | -4 | -2% | -8%
Cc1cc(C)c2sc(N(CCN(C)C)C(=O)CCS(=O)(=O)c3ccccc3)nc2c1 | 2% | i | -13% | u | 27% | -7% | -12 | -20% | -13%
O=C(CSc1nnc(CNC(=O)c2ccco2)o1)Nc1ccccc1 | 0% | -8% | 1%[60.1 µM] | 21% | -4% | -12% | -6 | 7% | -2%
CC(C)C[C@H]1COCCS(=O)(=O)N1Cc1ccc(Cl)c(Cl)c1 | x | -3% | 1% | x | x | -23% | x | 21% | x
Cc1ccc(OCC(=O)Nc2ccc(OCc3cc(=O)n4ccsc4n3)cc2)cc1 | -6% | -7% | -10% | 0% | x | -12% | x | 38%[activator] | -7%
CNc1nc(C)nc(-n2nc(C)cc2C)n1 | -2% | -10% | -3% | 3% | -3% | 4% | -4 | 23% | -6%
C=CCNc1sc(C(=O)c2cccs2)c(N)c1C#N | -1% | -4% | -21% | -8% | 2% | 6% | 3 | u | 43%[activator]
O=C(c1ccc2oc(Cc3ccc(Cl)cc3)nc2c1)N1CC[C@H](O)C1 | -2% | -5% | 11% | 37% | 63%[activator] | -12% | 32 | 29% | -14%
NC(=O)CC(NC(=O)Cc1cccc2ccccc12)c1ccc(NCCN2CCCCC2)c([N+](=O)[O-])c1 (stereo not drawn) | 6% | -3% | 1% | -1% | 10% | -13% | x | -11% | -16%
Cc1cc(C)nc(N/C(=N\S(=O)(=O)Cc2ccccc2)Nc2ccccc2Br)n1 | -4% | i | -9% | -9% | u | -24% | -5 | 16% | -3%
C[C@H](NC(=O)c1nc[nH]c1C(=O)NCc1ccccc1)C(=O)OC(C)(C)C | 4% | -3% | 3% | -21% | 1% | -13% | x | 3% | u
O=C(NCCC(=O)N1CCCCC1)c1ccc(Br)cc1 | 0% | -9% | -2% | 29% | -16% | -16% | 1 | 32%[activator] | -4%
CCN(CC)C(=O)Cn1cnc2sc(C(=O)N3CCN(c4ccc(OC)cc4)CC3)c(C)c2c1=O | -3% | x | 3% | 32% | 11% | -11% | -1 | 5% | -11%
CCOC(=O)N1CCC(NCCNC(=O)c2ccc(F)cc2)CC1 | x | -7% | 10% | x | 32% | -8% | x | -18% | x
O=C(COc1cc(Cl)ccc1Cl)Nc1nnc(C2CC2)s1 | 1% | -11% | -5% | -2% | 5% | u | -11 | 20% | 0%
O=C(/C=C/c1ccco1)N(Cc1ccc(F)cc1)C1CCS(=O)(=O)C1 (stereo not drawn) | -5% | i | -15% | 23% | 12% | 1% | -25 | 1% | -1%
O=C(O)CCC(NC(=O)c1cncc(O)c1)C(=O)O (stereo not drawn) | -1% | 1% | -13% | 1% | -2% | -8% | 2 | 6% | -8%
COCCn1nnnc1C(c1cc2ccc(OC)cc2[nH]c1=O)N1CCc2ccccc2C1 (stereo not drawn) | -17% | -7% | -14%[60.1 µM] | 0% | 2% | -9% | -16 | 64%[activator] | -4%
Cc1nnnn1/C(=C\c1ccccc1)C(=O)OCC(=O)N(C)C1CCS(=O)(=O)C1 (stereo not drawn) | -4% | -7% | -4% | 3% | 6% | -4% | -7 | -13% | -8%
CCC(=O)n1nc(-c2ccc(OC)cc2)nc1N | -1% | -2% | -3% | 9% | 1% | -19% | -2 | 20% | -6%
CCOc1ccc(-c2nnn(CC(=O)Nc3cc(OC)ccc3OC)n2)cc1OCC | -2% | x | 2% | 1% | -5% | 4% | -17 | -3% | -1%
COc1cc(-c2c(C#N)c(N)nc3c2CCCC3)cc(OC)c1OC | 2% | -8% | -17% | 0% | 5% | 6% | 2 | 6% | -13%

These rows are one share of the data; the hit share may differ from the screen's.
